MBD2 DNA inh: MBD2-methylated oligo binding inhibition; Q9UBB5; inhibition, % at 4.4 µM; TR-FRET, MBD2 binding to methylated oligonucleotide; actives 0.31% (n = 370,000); in the data active = inhibition above about 13%
DDE Tn7 FP inh: disrupts Tn7 cyclic peptide binding to fibrin D-Dimer-E complex | P02675 | FP displacement of FITC-Tn7 peptide from fibrin DD(E); 0% = median of compound wells per plate | inhibition, % at 8.3 µM | actives 0.13% (n = 370,000);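 active = inhibition above the mean of compounds falling within the control limits plus 3 SD of them, cut at about 14% in these data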;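 also: 0% = plate median of compound wells and 100% = 10 µM Aha-Tn7 peptide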
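Test system – human fibrin DD(E) · Times – 10 min preincubation, 3 h with tracer, room temperature · Detection – fluorescence polarization of the labelled Tn7 tracer · Measure – percent inhibition normalized to high-control wells · Benchmarks – high control wells with 10 µM unlabelled Aha-Tn7 peptide (full inhibition) · Repeats – singlicate testing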
UHRF1 binding: human UHRF1 methylated DNA binding inhibitors | Q96T88 | UHRF1 binding to methylated oligo, TR-FRET | inhibition, % at 4.4 µM | actives 0.75% (n = 370,000); in the data active = inhibition above about 21%;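 also: UHRF1 SRA domain binding a hemimethylated CpG hairpin DNA probe; 0% = median of test compound wells and 100% = reference inhibitor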
Target sequence (Q96T88 whole entry, looked up, the tested form may be a part): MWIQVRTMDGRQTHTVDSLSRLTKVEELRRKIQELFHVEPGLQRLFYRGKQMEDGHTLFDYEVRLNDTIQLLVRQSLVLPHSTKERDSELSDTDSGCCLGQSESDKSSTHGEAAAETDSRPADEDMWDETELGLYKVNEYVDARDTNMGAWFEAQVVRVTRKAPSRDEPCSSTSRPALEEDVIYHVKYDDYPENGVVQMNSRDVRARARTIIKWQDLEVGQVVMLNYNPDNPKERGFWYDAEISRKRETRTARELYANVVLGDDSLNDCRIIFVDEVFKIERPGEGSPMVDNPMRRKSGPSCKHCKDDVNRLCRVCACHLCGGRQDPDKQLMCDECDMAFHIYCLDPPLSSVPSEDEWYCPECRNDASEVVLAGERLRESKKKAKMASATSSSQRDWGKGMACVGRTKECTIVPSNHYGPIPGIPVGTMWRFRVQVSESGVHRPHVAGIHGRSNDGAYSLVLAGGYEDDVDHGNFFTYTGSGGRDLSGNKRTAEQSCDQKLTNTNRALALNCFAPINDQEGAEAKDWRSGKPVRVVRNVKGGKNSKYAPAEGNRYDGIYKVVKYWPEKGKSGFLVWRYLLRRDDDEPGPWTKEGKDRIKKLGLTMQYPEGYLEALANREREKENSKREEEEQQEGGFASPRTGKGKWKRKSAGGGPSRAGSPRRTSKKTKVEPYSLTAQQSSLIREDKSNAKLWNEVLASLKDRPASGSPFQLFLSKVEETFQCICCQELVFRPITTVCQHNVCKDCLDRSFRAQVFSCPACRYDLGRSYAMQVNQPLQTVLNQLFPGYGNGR
LEDGF integ inh: blocks HIV-1 LEDGF/p75-dependent DNA integration; TR-FRET IN-LEDGF/p75 DNA integration, Eu/Cy5; inhibition, % at 3.7 µM; actives 0.64% (n = 370,000); AID 743269;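 active = inhibition above the screen-wide mean plus 3 SD, cut at about 13% in these data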;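 also: signal is the Cy5 over europium emission ratio at 671 and 618 nm; 0% = plate median of compound wells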
TCR-CD3 inh: inhibitors of human TCR-CD3 interaction. actives 0.37% (n = 360,000). TAMRA-labeled TCR probe fluorescence, biochemical. inhibition, % at 9.4 µM; in the data active = inhibition above about 19%;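 also: recombinant mutant TCR 2C K166C tagged with TAMRA read by polarization; 0% = receptor in buffer alone and 100% = receptor with positive control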
PRMT1 FP inh: PRMT1 (human) inhibition, primary screen. Q99873. recombinant PRMT1, activity-based probe fluorescence polarization. inhibition, % at 2.79 µM. actives 1.3% (n = 370,000). AID 652257;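 active = inhibition above about 21% made by adding two undisclosed values, limit read from the data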
TDP2 inh: blocks human TDP2 phosphodiesterase activity; actives 0.34% (n = 370,000); inhibition, % at 12.8 µM; O95551; recombinant TDP2, T5PNP hydrolysis, p-nitrophenol absorbance 415 nm; AID 720702;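 active = inhibition above the mean of all tested compounds plus 3 SD, set per campaign, cut at about 25% in these data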;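 also: 0% = DMSO with enzyme and 100% = buffer with substrate but no TDP2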
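System: recombinant human TDP2 / Amount: 120 nM TDP2 per well / Also added: 5 mM T5PNP chromogenic substrate / Doses: 12.8 µM single point, 1% DMSO / Incubation: 2 h at 37 °C / Detection: p-Nitrophenol epi absorbance / Evaluation: % inhibition relative to enzyme-containing and enzyme-free wells / Repeats: singlicate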
Tn6 DDE FP: disrupts Tn6 cyclic peptide binding to fibrin D-Dimer-E complex | Fibrin DD(E) TRITC-Tn6 fluorescence polarization displacement | inhibition, % at 8.3 µM | actives 0.21% (n = 370,000) | AID 720509;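 active = inhibition above a per-campaign cutoff: mean of compounds within control limits plus 3 SD, cut at about 15% in these data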;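 also: 0% = median of all compound wells on the plate and 100% = blocking peptide control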
KLK7 zymogen act: activators of human kallikrein-7 zymogen; actives 0.9% (n = 370,000); activation, % at 7 µM; P49862; purified proKLK7, EDANS-DABCYL substrate fluorescence; 100% is mature enzyme control, 0% vehicle;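 active = activation above the mean of all tested compounds plus 3 SD, computed per campaign excluding outliers beyond control limits, cut at about 13% in these data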
Target sequence (P49862 whole entry, looked up): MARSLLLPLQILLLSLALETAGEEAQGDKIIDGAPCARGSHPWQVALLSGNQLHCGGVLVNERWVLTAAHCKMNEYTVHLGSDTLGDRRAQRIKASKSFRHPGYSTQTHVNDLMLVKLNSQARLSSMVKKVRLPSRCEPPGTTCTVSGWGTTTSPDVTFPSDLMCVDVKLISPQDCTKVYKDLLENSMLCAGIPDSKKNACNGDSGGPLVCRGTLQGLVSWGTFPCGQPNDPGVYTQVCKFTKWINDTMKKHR
SIAE inh: blocks human sialic acid acetylesterase | SIAE FP-Rh probe binding, fluorescence polarization | inhibition, % at 9.66 µM | AID 1053197 | Q9HAT2 | actives 0.69% (n = 370,000);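 active = inhibition above a cutoff: mean of compounds within the control limits plus 3 SD of those, cut at about 17% in these data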;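 also: 0% = plate median of compound wells and 100% = probe without SIAE protein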
Starred values were filed as active, the others as inactive; / = no result given; & = joins results of further samples; ! = a repeat was not active.

Under each structure: MBD2 DNA inh	DDE Tn7 FP inh	UHRF1 binding	LEDGF integ inh	TCR-CD3 inh	PRMT1 FP inh	TDP2 inh	Tn6 DDE FP	KLK7 zymogen act	SIAE inh
OCCCn1c(C2CCCN2c2nc(-c3ccc(Cl)cc3)cs2)nc2cc(Cl)c(Cl)cc21 (stereo not given)
  2	1	4	0	5	0	-8	2	-0.9	-7
N/C(=N\OC(=O)CCCN1C(=O)c2ccccc2C1=O)c1ccc(Br)cc1
  -2	0	0	0	11	0	-6	5	0.2	-6
COc1cc(NC(=O)c2ccc(COc3ccccc3Br)o2)cc(OC)c1OC
  -3	1	1	1	-4	1	-18	0	0.8	6
CCCCCCCN1N=C(C)C(C(=O)c2ccccc2)C1=O (stereo not given)
  -2	-5	3	-2	-5	3	-5	-9	0.3	1
Cc1cc(Cl)ccc1OCC(=O)N[C@@H](Cc1ccccc1)c1nc2ccccc2[nH]1
  1	7	-1	2	-1	3	-1	-2	-0.1	-3
Cc1sc2nc(CN3CCOCC3)nc(N3CCN(S(=O)(=O)c4ccccc4)CC3)c2c1C
  4	7	9	0	-5	-1	2	3	0.8	4
CCN1C(=O)[C@H]2[C@@H](c3ccc(-c4ccc(Cl)c(Cl)c4)cc3)N[C@@](C)(C(=O)OC)[C@H]2C1=O
  -2	1	0	-3	10	3	6	-4	-0.3	-2
Cc1nnc(SCC(=O)N(CC(C)C)c2c(N)n(CC(C)C)c(=O)[nH]c2=O)n1-c1ccccc1
  3	1	-2	3	3	-3	5	11	0.0	2
OC(Cc1cccc(Br)c1)c1ncc(-c2cccc(C(F)(F)F)c2)[nH]1 (stereo not given)
  -3	-5	1	3	-2	-1	-12	-1	-0.8	-5
CCCN1C(=O)C(=O)c2cc(C)ccc21
  -4	0	-8	1	7	0	8	0	0.4	4
COc1ccccc1N(CC(=O)N1CCCC1)S(=O)(=O)c1ccc(C)cc1
  -6	4	1	1	5	2	-8	2	0.0	-1
Cc1cccc(NC(=O)c2cccc(S(=O)(=O)Nc3c(C)n(C)n(-c4ccccc4)c3=O)c2)c1
  2	3	1	-6	-3	3	-1	0	-0.4	4
Fc1ccc(N2CCN(/C=C/c3nnnn3-c3ccccc3)CC2)cc1
  -5	5	-3	0	9	-4	10	-1	0.6	4
CC1(C)CC(=O)C(C=NCCN2CCN(CCc3ccccc3)CC2)=C(O)C1
  0	3	-1	0	8	-2	3	-1	-0.5	-1
COc1ccccc1NS(=O)(=O)c1cc(NC(=O)CNC(=O)c2cc(C)cc(C)c2)ccc1C
  5	-1	-3	0	6	1	3	2	-0.3	-28
OC(CNCCc1ccc(Cl)cc1)COc1cc(Cl)ccc1Cl (stereo not given)
  2	-4	1	3	6	-2	-8	7	0.0	7
COC(=O)c1c(NC(=S)Nc2ccc(F)cc2[N+](=O)[O-])sc2c1CCCCC2
  -1	-8	-3	-4	-1	1	5	5	1.0	6
Cc1ccccc1N1CCN(C2CCCN(C(=O)c3cc[n+]([O-])cc3)C2)CC1 (stereo not given)
  0	-1	-2	4	3	-3	3	-6	0.4	3
Cc1ccc2nc(Nc3ccc4[nH]c(=O)[nH]c4c3)c(-n3nc(C)cc3C)nc2c1
  -3	-1	-2	-1	-5	1	16	-2	-0.1	9
COc1ccc(C(C(=O)NC2CCCCC2)N(C(=O)c2ccco2)c2ccc(-n3cnnn3)c(C)c2)cc1 (stereo not given)
  0	1	-2	-4	0	-1	7	-7	0.1	-3

Next part.
Under each structure: MBD2 DNA inh	DDE Tn7 FP inh	UHRF1 binding	LEDGF integ inh	TCR-CD3 inh	PRMT1 FP inh	TDP2 inh	Tn6 DDE FP	KLK7 zymogen act	SIAE inh
O=c1[nH]c([N+](=O)[O-])nn1C(c1ccccc1)c1ccccc1
  -6	-8	0	-3	0	0	5	-4	0.1	3
CCC(Sc1nc(-c2ccccc2)c(C#N)c(=O)[nH]1)C(=O)Nc1cc(C)on1 (stereo not given)
  3	-2	-2	0	-3	1	7	0	0.9	-9
O=C(CSc1nncs1)Nc1ccc(S(=O)(=O)N2CCCC2)cc1
  1	1	3	7	-8	-5	-16	-2	0.4	2
O=C(CN1CCN(C(=O)c2ccco2)CC1)Nc1cc(Cl)ccc1Cl
  -2	-2	3	2	4	-3	-15	-2	-0.1	-5
O=C(NCCCCNC(=O)c1cccs1)c1cccs1
  5	6	5	0	-5	-1	-4	-1	-0.1	2
O=C(c1ccccc1)c1ccc(N2CCOCC2)c(F)c1
  9	-2	4	5	-2	-1	-4	0	0.1	-1
c1ccc(-c2nnc(-c3ccccn3)c(-c3ccccn3)n2)nc1
  -4	0	9	1	3	-2	-4	2	0.0	6
COc1ccccc1NC(=O)N1CCN(C(=O)c2ccco2)CC1
  4	-1	-1	-1	1	1	2	-3	-0.1	0
Cc1occc1C(=O)NC(C)C1CCCO1 (stereo not given)
  -1	12	-2	-3	6	1	-1	0	0.5	-5
Cc1oc2cc(OCC(=O)O)ccc2c(=O)c1Oc1ccccc1
  0	4	0	7	-5	-1	0	2	-1.3	-1
COc1ccc(N2CCN(CCCNC(=O)Nc3ccccc3)CC2)cc1
  -1	-8	2	1	-2	-4	4	-5	-0.1	0
Cc1[nH]c2ccccc2c1Cc1nnc(SCC(N)=O)o1
  1	1	0	-4	-11	8	-4	-3	4.4	0
CCOC(=O)Nc1ccc(C(N)=O)cc1
  1	0	-3	-2	11	-1	-2	-4	0.2	-2
CCCC(=O)Nc1ccc(NC(=O)c2ccccc2)nc1
  -3	-6	-1	-2	-2	-1	7	2	0.5	-1
O=C(CSC1=NS(=O)(=O)c2ccccc21)Nc1ccccc1
  1	4	0	-2	0	63*	8	-2	-0.4	4
O=C1CC(N2CCN(c3cccc(C(F)(F)F)c3)CC2)C(=O)N1c1ccccc1F (stereo not given)
  5	-5	2	-1	5	13	-10	1	-0.4	-3
CS(=O)(=O)c1cnc2c(-c3ccsc3)cnn2c1N
  4	-4	0	1	6	-2	3	-2	-0.2	-6
N#Cc1cc2c(=O)n3ccccc3nc2n(Cc2cccnc2)c1=O
  0	3	-4	-1	2	1	2	8	12	-75
N#CCC(=O)Nc1ccc(C(=O)NCc2cccc(Cl)c2)cc1
  -1	-1	-2	-2	-2	1	10	1	0.5	-51
Cc1ccc(C(=O)N(CCCN(C)C)c2nc3ccc(Cl)cc3s2)cc1C
  3	-10	1	-4	5	3	-2	0	0.3	1

Continuation:
Under each structure: MBD2 DNA inh	DDE Tn7 FP inh	UHRF1 binding	LEDGF integ inh	TCR-CD3 inh	PRMT1 FP inh	TDP2 inh	Tn6 DDE FP	KLK7 zymogen act	SIAE inh
O=C(O)Cc1sc(-c2ccccc2)nc1-c1ccccc1
  4	0	0	1	-3	4	-1	5	-0.8	2
O=C(COc1ccc(Br)cc1)N1CCNC1=O
  0	-1	0	4	4	-1	2	2	0.1	-8
NS(=O)(=O)c1ccc(CCNC(=O)CSc2ccccc2)cc1
  -5	-3	-2	-2	6	0	-11	1	0.5	4
Cc1onc(-c2ccccc2)c1C(=O)N1CCN(S(=O)(=O)c2ccccc2Br)CC1
  4	-4	3	-3	-4	5	3	1	-0.5	3
Cc1c(C#N)c2ccccc2n1CC(=O)N1CCCc2ccccc21
  1	-3	-2	6	6	-2	0	-1	0.0	3
Cc1nnc(SCc2ccccc2Cl)n1CC1CCCO1 (stereo not given)
  3	8	0	3	-4	1	4	1	0.1	-3
COC(=O)[C@]1(C)CCC[C@@]2(C)C3CC[C@@]4(C)C[C@]3(CCC21)CC(=O)N4 (stereo not given in full)
  4	7	-1	-1	-4	-3	4	7	0.1	-4
Cc1cccc(OCC(=O)NCc2cc(C)nc3ccccc23)c1
  5	7	5	3	1	3	-5	11	-0.2	4
C/C(CC(=O)Nc1ccccn1)=N\NC(=O)c1ccccc1O
  -5	-2	-5	38*	45*	2	-21	6	-4.8	11
COc1ccc(C(=O)NC(Nc2ccccc2)C(Cl)(Cl)Cl)cc1 (stereo not given)
  2	-1	-1	-1	8	-3	2	2	0.1	3
COC(=O)C12CCCN1C1C(=O)N(Cc3ccc(C(N)=O)cc3)CC1C2 (stereo not given)
  -1	1	-1	-1	/	-1	-1	12	0.6	1
CCOc1ccc(C(=O)NC(=S)NCc2cccnc2)cc1[N+](=O)[O-]
  1	-1	1	-3	7	-4	-5	9	-0.1	3
CN1CCN(C(=O)/C=C/c2cccc(Cl)c2)CC1
  -4	4	-1	-4	0	0	0	7	-0.1	13
COc1ccc2nc(NC(=O)CN3C(=O)NC4(CCCCC4)C3=O)sc2c1
  -3	7	-2	0	5	-4	5	7	0.5	3
O=C(Nc1ccc(N2CCCC2)cc1)c1ccc(Cl)cc1Cl
  3	-2	1	2	3	-4	-16	-4	-0.1	11
O=C1c2[nH]nc(-c3ccccc3O)c2C(c2cccc(O)c2)N1Cc1ccco1 (stereo not given)
  -1	-7	-2	-1	1	-1	-6	-2	0.1	-6
CCC(c1nnnn1-c1ccc2c(c1)OCCO2)N1CCN(c2ncccc2C(F)(F)F)CC1 (stereo not given)
  -5&-3	-6&3	0&-3	3&1	8&1	-1&-2	-6&0	15*!	0.5&-1.6	1&-5
CCN(CC(=O)NCc1cccs1)C(=O)c1ccc(S(=O)(=O)Nc2ccccc2C)cc1
  1	4	3	-8	-2	-1	-4	-5	-0.2	-4
COc1ccc(Nc2nc(N)nc(SCc3nnc(C)s3)n2)cc1
  5	5	9	2	-7	-2	10	-3	0.0	4
CCOC(=O)c1c(NC(=O)CSc2nnc(CN3CCOCC3)n2C)sc2c1CCCC2
  -1	-1	1	0	1	0	9	4	0.8	-1

(more compounds)
Under each structure: MBD2 DNA inh	DDE Tn7 FP inh	UHRF1 binding	LEDGF integ inh	TCR-CD3 inh	PRMT1 FP inh	TDP2 inh	Tn6 DDE FP	KLK7 zymogen act	SIAE inh
O=C(Nc1cccs1)Nc1nnc([C@@H]2C[C@H](O)[C@@H](CO)O2)s1
  -9	-6	-2	9	-1	9	-5	-1	1.5	9
Cc1ccc(NC(=O)c2cc(S(=O)(=O)N3CCCCC3)c[nH]2)cc1Cl
  -6	2	1	0	-6	4	3	0	-0.2	-2
O=C(C1CCN(S(=O)(=O)c2ccccc2)CC1)N1CCN(Cc2ccc3c(c2)OCO3)CC1
  -4	7	-3	0	0	-1	-4	6	-0.2	-2
O=C(O)c1cc(S(=O)(=O)Nc2cccc(Oc3ccccc3)c2)ccc1Br
  -2	5	1	1	6	-2	-7	6	-0.5	9
Cc1ccc(Cl)cc1NS(=O)(=O)c1ccc2oc(=O)ccc2c1
  -2	3	0	2	2	0	15	-8	-0.2	-5
O=C(Nc1cc(S(=O)(=O)N2CCOCC2)ccc1N1CCOCC1)c1cn2ccccc2n1
  6	0	8	2	-4	4	0	-2	0.2	2
COC(=O)c1scc(S(C)(=O)=O)c1-n1cccc1
  -3	8	4	-6	-2	4	-9	3	-0.6	3
Cc1ccc(C)c(SCc2noc(C(=O)NC(C)C)c2C(=O)O)c1
  3	-6	-1	-1	0	2	-7	-10	0.3	-3
